SNCA viab count: cell viability loss counter-screen. hit rate 0.12% among 150,000. Potency, µM (doses to about 57.1 µM), for the others: at the highest dose activity change, negative = cytotoxicity, usual class: cytotoxic. HEK-293-SNCA-luc viability, GF-AFC fluorescence, 24 h. AID 1671193;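 further: potency means the concentration at half of the fitted maximal effect; 0% = DMSO-treated cells and -100% = medium-only wells without cells; nearly all actives have a fitted effect of over 30% in size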
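Cytotoxicity counterscreen: after 24 h compound treatment of genome-edited SNCA-luciferase HEK-293 cells, live-cell protease substrate GF-AFC read by fluorescence after 30 min; activity scaled between DMSO (0%) and medium-only (-100%), curves Hill-fitted.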
NIH3T3 tox: cytotoxic compounds in NIH 3T3 cells | NIH 3T3 viability, CellTiter-Glo ATP luminescence, 48-72 h | Potency, µM (doses to about 96.7 µM), without a hit: at the top dose activity change, negative = cytotoxicity, usual class: inhibitors | hit rate 4.3% among 94,000 | AID 1345082; further: potency means the concentration at half of the fitted maximal effect; nearly all actives have a fitted effect of over 55% in size
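Mouse fibroblast NIH 3T3 cells, 400 per well, received compound via pintool and were incubated for 48 or 72 hr prior to CellTiter-Glo ATP luminescence measurement.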
HEK293 tox: kills HEK 293 cells | HEK 293 viability, ATP luminescence (CellTiter-Glo), 48-72 h | Potency, µM (highest dose often 115 µM), without a hit: at the top dose activity change, negative = cytotoxicity, usual class: inhibitors | hit rate 6.6% among 94,000 | AID 1345083; further: potency means the concentration at half of the fitted maximal effect; nearly all actives have a fitted effect of over 60% in size
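Viability of HEK 293 cells, plated at 250 cells/well, was judged by cellular ATP after compound treatment for 48 or 72 hr. Luminescence was imaged 10 min after CellTiter-Glo addition at room temperature.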
SNCA expr inhib: inhibitors of alpha-synuclein (SNCA) gene expression; HEK-293 SNCA-luciferase knock-in, luminescence, 24 h; hit rate 0.17% among 140,000; Potency, µM (titrated, usually from 57.2 µM), without a hit: at the highest dose activity change, negative = inhibition, usual class: inhibitors;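 further: potency means the concentration at half of the fitted maximal effect; plate controls were DMSO cells for no effect and cell-free wells for full effect; nearly all actives have a fitted effect of over 45% in size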
IP6K1 inh: IP6K1 kinase inhibition; Q92551; IP6K1 kinase, ADP-Glo luminescence, 2 h; active compounds read low; activity change, % (series mostly up to about 58 µM); hit rate 0.81% among 140,000; AID 1645851; in the data active means activity change below about -25%
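ADP-Glo luminescence measures ADP made by human IP6K1 during a 2 h RT reaction with ATP/IP6 (mix at 1.3 mM/130 uM); top library doses 57.5 and 19.1 uM final.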
GPT2 inhibitor: GPT2 alanine aminotransferase inhibition; Q8TD30; Recombinant GPT2, coupled pyruvate oxidase/HRP Amplex Red fluorescence; Potency, µM (top dose mostly 57.7 µM), for the others: top-dose activity change, negative = inhibition, usual class: inhibitors; hit rate 0.25% among 100,000; further: potency means the concentration at half of the fitted maximal effect; nearly all actives have a fitted effect of over 60% in size; many of its hits are not listed in these tables
Target sequence (Q8TD30 whole entry, looked up): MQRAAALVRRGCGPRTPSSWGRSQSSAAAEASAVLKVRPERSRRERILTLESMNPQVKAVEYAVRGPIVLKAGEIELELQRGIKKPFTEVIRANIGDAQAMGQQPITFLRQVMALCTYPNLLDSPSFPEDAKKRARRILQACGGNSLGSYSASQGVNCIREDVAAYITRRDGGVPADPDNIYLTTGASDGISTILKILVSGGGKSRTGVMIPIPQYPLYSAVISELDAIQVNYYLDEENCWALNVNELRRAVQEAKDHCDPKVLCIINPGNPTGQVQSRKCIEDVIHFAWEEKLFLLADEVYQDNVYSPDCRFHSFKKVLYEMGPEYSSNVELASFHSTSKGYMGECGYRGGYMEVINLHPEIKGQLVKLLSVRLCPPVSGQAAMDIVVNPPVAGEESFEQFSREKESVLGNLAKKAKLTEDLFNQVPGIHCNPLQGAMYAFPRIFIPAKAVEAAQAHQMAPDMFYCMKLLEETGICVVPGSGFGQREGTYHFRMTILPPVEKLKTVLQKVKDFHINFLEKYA
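Inhibition is scored from Amplex Red fluorescence generated when pyruvate oxidase and HRP act on pyruvate released by GPT2. Reactions contain 10ng/uL enzyme, 250uM a-KG and 2mM L-alanine and run 30 min at room temperature.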
FLuc inh: Photinus pyralis luciferase inhibition. P08659. purified P. pyralis luciferase, luminescence, biochemical. Potency, µM (highest dose often 115 µM), for the others: top-dose activity change, negative = inhibition, hits mostly inhibitors. hit rate 2.5% among 76,000; further: potency means the concentration at half of the fitted maximal effect; nearly all actives have a fitted effect of over 65% in size
Target sequence (P08659 whole entry, looked up): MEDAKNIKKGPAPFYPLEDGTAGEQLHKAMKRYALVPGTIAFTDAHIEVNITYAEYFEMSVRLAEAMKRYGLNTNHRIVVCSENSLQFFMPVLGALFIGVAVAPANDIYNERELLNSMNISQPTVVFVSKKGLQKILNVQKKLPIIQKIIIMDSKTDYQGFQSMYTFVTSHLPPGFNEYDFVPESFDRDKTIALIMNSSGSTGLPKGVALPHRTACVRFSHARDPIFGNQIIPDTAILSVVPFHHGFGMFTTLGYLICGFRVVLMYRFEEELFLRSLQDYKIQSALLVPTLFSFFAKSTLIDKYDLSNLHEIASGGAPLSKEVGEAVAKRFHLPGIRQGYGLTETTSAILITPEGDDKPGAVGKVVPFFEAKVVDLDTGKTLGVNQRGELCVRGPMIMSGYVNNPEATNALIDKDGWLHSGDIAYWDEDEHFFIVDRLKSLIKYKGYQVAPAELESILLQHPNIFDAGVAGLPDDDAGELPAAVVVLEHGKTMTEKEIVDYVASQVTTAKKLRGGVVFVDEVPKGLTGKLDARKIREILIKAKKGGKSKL
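Purified 10nM P. pyralis luciferase with 10uM D-luciferin and 10uM ATP in 50mM Tris acetate pH 7.5, 10mM Mg acetate, 0.01% Tween-20, 0.05% BSA. qHTS titration; luminescence read by CCD imager.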
* marks the source's active call; other numbers are inactive results; i = inactive; ? = inconclusive; nt = not tested or not shown; [ ] = dose if it differs, or a comment. Unless noted, the call rests on the fitted dose curve; in most records, active means well fitted curve in the direction sought with a large enough effect; inconclusive means small, poorly fitted or top-dose-only effect, or another doubt; inactive means no such curve, though single readings can be large; an effect the other way counts as inactive or inconclusive. Unless noted, on the % scale 0 is the no-effect control and ±100 the full control effect.

Every second line gives: SNCA expr inhib, NIH3T3 tox, GPT2 inhibitor, FLuc inh, HEK293 tox, IP6K1 inh, SNCA viab count
> Cc1ccc(O)c(NC(=O)CCS(=O)(=O)c2nc(-c3cccs3)cc(C(F)(F)F)n2)c1
    ?, nt, nt, nt, nt, -2, ?
> COCCn1ncc(N2CCC(NC(=O)COC)CC2)cc1=O
    4%, i, -6%, 5%, i, -2, 10%
> O=C(Nc1ccc(Cl)c(C(F)(F)F)c1)c1ccc2c(c1)CCN2S(=O)(=O)c1ccccc1
    ?, nt, nt, nt, nt, -5, -11%
> COc1ccc2c(c1)CCc1c(C(=O)Nc3c(C)nn(Cc4ccccc4)c3C)noc1-2
    ?, nt, nt, nt, nt, 0, 1%
> O=C(CCn1cncn1)N(CC1CCN(Cc2ccccc2F)CC1)CC1CCCO1 (configuration not stated)
    16%, -6%, -16%, 7%, -2%, 16, 2%
> COc1ccc(OCc2nc(C)c(CCO)c(=O)n2CC(=O)Nc2cc(OC)cc(OC)c2)cc1
    12%, -17%, 4%, -3%, i, -5, -1%
> COc1ccc(OC)c(CNC(=O)CN2N=C(c3ccc(Cl)cc3)CCC2=O)c1
    -11%, nt, nt, nt, nt, 24, 7%
> CCOC(=O)C1CCN(c2ncnc3c2nc2n3CCCCC2)CC1
    31%, nt, nt, nt, nt, 15, -10%
> O=C1CCN(Cc2cccnc2)CCCC(C(=O)NC2CCN(Cc3ccccc3)CC2)CCN1 (configuration not stated)
    24%, -23%, i, 7%, -12%, 12, 3%
> COc1ccc(-c2noc(-c3cccn3CC(=O)N3CCC(C)CC3)n2)cc1F
    162%[activator], ?, -7%, 11µM*, -20%, 12, -27%
> COc1ccc(C)cc1NC(=O)c1ccc(NS(=O)(=O)c2c(C)noc2C)cc1
    -9%, nt, nt, nt, nt, -8, 0%
> O=c1c2ccccc2n2c(-c3cccc(F)c3)nnc2n1Cc1ccccc1
    14%, nt, nt, nt, nt, 12, 1%
> CC1CCCN(c2nc(-c3ccccc3O)nc3ccccc23)C1 (configuration not stated)
    0%, nt, nt, nt, nt, 8, 5%
> Cc1ccsc1C(=O)NC1CCCN(c2cc(-c3ccc(F)cc3)[nH]n2)C1 (configuration not stated)
    19%, ?, i, ?, ?, 0, ?
> O=C1CCN(CC(O)Cc2ccccc2)c2ccc(F)cc2CN1Cc1ccccc1 (configuration not stated)
    nt, ?, nt, nt, 32µM*, 1, nt
> Cn1cc(-c2ccncc2)c(-c2ccc(OCc3ccc4ccccc4n3)cc2)n1
    10%, nt, 0%, nt, nt, -17, ?
> CC1CCN(C(=O)C[C@@H]2c3nc(NC(=O)C(C)(C)C)sc3C[C@@H]3[C@](C)(CO)[C@H](O)CC[C@]32C)CC1
    -10%, -29%, i, -1%, -25%, 0, -8%
> CCCc1ccc([S+](=O)([O-])N2CCC3(CC2)[C@@H](C(=O)OCC)[C@@H](O)C(=O)N3C(C)C)cc1
    nt, ?, nt, nt, ?, 14, nt
> N#CC1CCN(C(=O)C2CCCN2Cc2ccc(-c3cncnc3)cc2)CC1 (configuration not stated)
    22%, -8%, i, nt, 3%, 2, -11%
> COc1ccc(-c2cc(C(=O)NC3CC3)c3c(C)nn(-c4ccccc4)c3n2)cc1
    114%[activator], 22µM*, i, nt, ?, -7, 5%
> COCCN1C(=O)c2ccccc2C(C(=O)N2CCN(c3ccccc3)CC2)C12CCCC2 (configuration not stated)
    -1%, -5%, -30%, -9%, ?, 27, -5%
> COc1ccccc1CC(=O)N[C@@H]1c2ccccc2C2(CCNCC2)[C@H]1OC
    -4%, i, 3%, 5%, i, 0, -4%
> Cc1cnc(-c2ccccc2)n1C1CCCNC1 (configuration not stated)
    ?, -1%, 1%, 6%, -4%, -3, 0%
> C[C@@H](NS(=O)(=O)c1ccccc1)c1onc(-c2cccnc2)c1C(=O)O
    -11%[87.6 µM], i, -14%[88.5 µM], -8%[172 µM], 4%[172 µM], 30, 3%[87.6 µM]
> O=C(NC1CCCCC1)c1c(-c2cccnc2)cc(=O)n2c1CCCC2
    33%[activator], -24%, ?, nt, -32%, -13, -2%
> COc1ccc(CN2CC[C@H]3COC(=O)N3c3ccc(OC)cc3C2)cc1
    2%[87.6 µM], -18%[138 µM], -4%[88.5 µM], -13%[172 µM], -16%[172 µM], -4, 5%[87.6 µM]
> Cc1cc(=O)n(CC(=O)Nc2cc(Cl)ccc2C)c(N2CCN(c3ccccc3)CC2)n1
    -1%, ?, 2%, 10%, ?, 5, -4%
> O=C(Cc1ccc(F)cc1)N1CCC(c2nc3c(nnn3Cc3ccc(Cl)cc3)c(=O)[nH]2)CC1
    -12%, nt, nt, nt, nt, 0, 8%
> CN(Cc1ccno1)C(=O)c1cccc(CC2CCNCC2)c1
    -19%, -11%, i, 1%, -18%, 6, -10%
> COc1ccc(C(=O)N2CCC3(C2)C(=NC2CCCC2)NC(=O)N3c2cccc(OC)c2)cc1 (configuration not stated)
    42%[activator], ?, i, nt, 4%, -8, -7%
> C[C@H](CCC(=O)O)[C@H]1CCC2C3C[C@H](O)[C@@H]4C[C@H](O)CC[C@]4(C)C3CC[C@@]21C (some centres not stated)
    -5%, nt, 4%, nt, nt, nt, -4%
> CCc1nn2c(=O)cc(COC(=O)c3cccc(NC(=O)COc4ccccc4F)c3)nc2s1
    144%[activator], nt, nt, nt, nt, -1, 1%
> O=C(NC1CCCC1)c1ccc(CSc2nc3cccnc3n2Cc2ccccc2F)cc1
    ?, nt, nt, nt, nt, 4, ?
> O=C(C1CC1)N1CC[C@](O)(c2ccccc2)[C@H](N2CCCC2)C1
    -12%, ?, -1%, -13%, ?, 19, -6%
> CCOC(=O)c1c(C)[nH]c(CCC(=O)NC(C)c2ccccc2)c1C (configuration not stated)
    11%, nt, nt, nt, nt, -11, 1%
> O=C1CCC(CNC(=O)c2nc(-c3ccccc3)cc3[nH]ccc23)N1 (configuration not stated)
    24%[87.6 µM], ?, -21%[88.5 µM], 17%[172 µM], -5%[172 µM], -19, 10%[87.6 µM]
> CC[C@H]1CN(S(=O)(=O)c2ccc(OC)cc2)CC[C@H]1CC(=O)NCc1cccnc1
    -18%[87.6 µM], -28%[174 µM], -13%[88.5 µM], -4%[172 µM], ?, 13, -19%[87.6 µM]
> CCOc1ccc(C2C=C(c3cccc(OC)c3)Nc3nnnn32)cc1 (configuration not stated)
    23%, nt, nt, nt, nt, -15, 3%
> COC(=O)c1c(NC(=O)COc2ccc(C(C)C)cc2)sc2c1CCCC2
    -11%, nt, nt, nt, nt, 29, 2%
> COC(=O)N1CCC[C@@H]1C(=O)N1CCC(N2CCOC2=O)CC1
    4%[87.6 µM], -10%[138 µM], i, nt, i, -5, 4%[87.6 µM]
> COCCC(=O)N1CCCC(N2CCN(c3cccc(C(F)(F)F)c3)CC2)C1 (configuration not stated)
    -8%, -18%, -4%, 0%, -32%, 13, -4%
> Cc1noc(-c2ccccc2Cl)c1C(=O)N1CCC(Cc2ccccc2)CC1
    5%, ?, 3%, -4%, ?, -17, -5%
> COc1ccc(-c2cn3cc(C(=O)NC(C)C)nc3s2)cc1
    186%[activator][87.6 µM], ?, i, nt, ?, 17, 1%[87.6 µM]
> CCc1nnc(NC(=O)CSc2nccn2-c2ccc(OC)cc2)s1
    8%, nt, nt, nt, nt, 13, 10%
> COc1cc(C2c3c(-c4ccc(C)cc4)n[nH]c3C(=O)N2c2ccc(F)cc2)ccc1O (configuration not stated)
    ?, nt, nt, nt, nt, -23, -29%

Pulled one by one from the list above:
Every second line gives: SNCA expr inhib, NIH3T3 tox, GPT2 inhibitor, FLuc inh, HEK293 tox, IP6K1 inh, SNCA viab count
> Cc1cnc(-c2ccccc2)n1C1CCCNC1 (configuration not stated)
    ?, -1%, 1%, 6%, -4%, -3, 0%
> COc1ccc(OCc2nc(C)c(CCO)c(=O)n2CC(=O)Nc2cc(OC)cc(OC)c2)cc1
    12%, -17%, 4%, -3%, i, -5, -1%

Remaining list, next part
Every second line gives: SNCA expr inhib, NIH3T3 tox, GPT2 inhibitor, FLuc inh, HEK293 tox, IP6K1 inh, SNCA viab count
> COc1ccc(-c2nc(C(=O)N3CCN(c4ncccn4)CC3)n3ccccc23)cc1
    10%, -16%, i, ?, ?, 12, -4%
> CCOC(=O)c1c(C)oc2nc(C)nc(NCc3ccc(OC)cc3OC)c12
    9%, nt, nt, nt, nt, 41, 10%
> O=C(Nc1ccccc1)c1nc2c(o1)CCN(CC1CC1)CC2
    4%[87.6 µM], -17%[138 µM], -1%[88.5 µM], 2.2µM*, ?, 5, -7%[87.6 µM]
> C=CCn1cc2c3c(cccc31)[C@H](CC(C)C)N[C@H](C(=O)NCc1ccc(OC)cc1)C2
    -2%[87.6 µM], -11%[174 µM], -18%[88.5 µM], -5%[172 µM], -1%[172 µM], -1, -7%[87.6 µM]
> Cn1cc(CN2C[C@@H]3C[C@H](C2)c2ccc(NC(=O)COc4ccccc4)c(=O)n2C3)c2ccccc21
    ?, ?, 1%, -6%, ?, -10, -14%
> COCCc1noc(C2Cc3ccccc3N2C(=O)Nc2ccc(C)cc2C)n1 (configuration not stated)
    12%, -6%, i, -8%, ?, 15, -4%
> O=C(c1cccc2[nH]ccc12)N1CCC(n2cc(-c3nc(-c4ccccc4)no3)nn2)CC1
    8%, ?, 0%, -20%, 28µM*, 2, -17%
> CN(C(=O)c1ccc(F)cc1C(F)(F)F)C1CCN(c2nnc(-c3ccnn3C)c3ccccc23)CC1
    8%, nt, -3%, nt, nt, -1, ?
> CNC(=O)c1cc(-c2cccnc2)cc2c1OCCN2Cc1cccnc1
    3%[87.6 µM], ?, -5%[88.5 µM], 0%[172 µM], 5%[172 µM], -25, -1%[87.6 µM]
> O=C(O)C1CCc2nnc(C3CCN(C(=O)C4CCCCC4)CC3)n21 (configuration not stated)
    11%, -10%, 0%, nt, i, 20, 7%
> CC[C@H](C)/C=C(C)/C=C/C(=O)Cc1cc(O)c(C)c(O)c1C=O
    nt, nt, 5%[27.3 µM], nt, nt, -9, -15%
> O=C(NCCn1ccn2nc(-c3ccc(F)cc3)cc2c1=O)c1n[nH]c2c1CCCC2
    54%[activator], ?, i, 0.4µM*, ?, -2, -5%
> O=C1NC2(CCN(S(=O)(=O)c3cccc(C(F)(F)F)c3)C2)N=C1c1ccccn1 (configuration not stated)
    16%, -6%, 0%, 3%, -8%, 2, 8%
> CSc1ccc(CCNC(=O)CN2C(=O)c3cccnc3Oc3ccc(Cl)cc32)cc1
    -17%, nt, nt, nt, nt, 12, 8%

Source: PubChem (National Center for Advancing Translational Sciences (NCATS))
